esBAF inh: inhibitors of esBAF chromatin remodeling in mouse ES cells; Bmi1-luciferase knock-in reporter, 24 h; 100% = twice the neutral-well signal; reporter increase, % at 12.5 µM; 350,000 compounds, 2% hits; AID 602393; in the data active means activation above about 40%;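 further: 0% = median of the plate's neutral control wells and 100% = double that signal; a rise in the Bmi1 reporter signal indicates esBAF inhibition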
C2C12 statin: suppressors of simvastatin-induced myotoxicity in C2C12 myotubes | ATP luminescence, 48 h; scaled: DMSO 0, geranylgeraniol control 100 | rescue of ATP level, % at 7.49 µM | AID 602340 | 330,000 compounds, 0.78% hits;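 active means mean ATP rescue above about 67%, or every replicate alone reaching that limit, limit read from the data, passing the limit was not always enough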;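 further: myotubes were challenged with 10 µM simvastatin during compound exposure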
Numbers without * were called inactive. An excerpt (hit frequency here may not be typical).

CCC1(c2ccccc2)C(=O)N(C)C(=O)N(C)C1=O was read as esBAF inh -15 and C2C12 statin -7.
Cc1ccc(C[n+]2c(-c3ccc(C)cc3)cc(-c3ccc(C)cc3)cc2-c2ccc(C)cc2)cc1 was read as esBAF inh -81 and C2C12 statin -165.
For Cc1ccc(NP(=O)(Oc2ccccc2F)Oc2ccccc2F)cc1 the results were esBAF inh -18 and C2C12 statin -1.
`O=C(Nc1cccnc1)c1c(O)c2c(n(Cc3ccccc3)c1=O)CCCC2` gave esBAF inh -5 and C2C12 statin -4.
Screening COC(=O)C1=C(c2ccc(C(C)=O)cc2)C[C@@H]2CC[C@H]1N2C(=O)NC1Cc2ccccc2C1 returned esBAF inh -2 and C2C12 statin 8.
`O=c1[nH]c(=O)n(C2CCCCCC2)c(O)c1C=NCCCN1CCOCC1` gave esBAF inh 6 and C2C12 statin -7.
`Cc1ccc2c(c1)C(c1ccccc1)NCC(=O)N2` (stereo unspecified) gave esBAF inh -4 and C2C12 statin 34.
Screening Cc1cccc(N2C(=O)/C(=C/N3CCN(C(=O)c4ccco4)CC3)C(=O)NC2=S)c1 returned esBAF inh 3 and C2C12 statin 4.
`CC12CN3CC(C)(CN(C1)C31CCSCC1)C2=O` gave esBAF inh 2 and C2C12 statin -12.
Screening CC(=O)Nc1ccc(OC(=O)N(C)c2ccccc2)cc1 returned esBAF inh 8 and C2C12 statin -2.

Arranged by length of the SMILES (ascending): some entries from above
Screening CC(=O)Nc1ccc(OC(=O)N(C)c2ccccc2)cc1 returned esBAF inh 8 and C2C12 statin -2.
Cc1ccc(C[n+]2c(-c3ccc(C)cc3)cc(-c3ccc(C)cc3)cc2-c2ccc(C)cc2)cc1 was read as esBAF inh -81 and C2C12 statin -165.
Screening COC(=O)C1=C(c2ccc(C(C)=O)cc2)C[C@@H]2CC[C@H]1N2C(=O)NC1Cc2ccccc2C1 returned esBAF inh -2 and C2C12 statin 8.

New compounds follow
`COc1ccc(OCC(=O)N2CCN(Cc3c[nH]c4ccccc34)CC2)cc1` gave esBAF inh 27 and C2C12 statin 32.
CC1=NN(c2ccccc2)C(=O)C1/C=C1/C(=O)NC(=O)N(c2cc(C)cc(C)c2)C1=O (stereo unspecified) was read as esBAF inh -6 and C2C12 statin -7.
Screening CN1CCCC1C(O)(c1ccccc1)c1ccccc1 (stereo unspecified) returned esBAF inh 2 and C2C12 statin -11.
O=C1CC(=O)N(c2ccc3c(c2)OCO3)C(=O)N1 was read as esBAF inh -3 and C2C12 statin 4.
`CN1CCN(CC(=O)Nc2ccc(Cl)cc2C(=O)c2ccccc2)CC1` gave esBAF inh 2 and C2C12 statin 4.
`CCOC(=O)C1=C(N)Oc2cc(C)oc(=O)c2C12C(=O)N1c3c(cc(OC)cc32)C(C)=CC1(C)C` (stereo unspecified) gave esBAF inh -4 and C2C12 statin 9.
For CCN(c1ccc(C(O)(C(=O)OC)C(F)(F)F)cc1)S(=O)(=O)c1ccccc1 (stereo unspecified) the results were esBAF inh 5 and C2C12 statin -23.
For Cc1cccc(C2=NCC(=O)N(CC(=O)NCc3ccco3)c3sc4c(c32)CCCC4)c1 the results were esBAF inh 6 and C2C12 statin 12.
`c1ccc(C2CC3CC4(CCCC4)N2O3)cc1` (stereo unspecified) gave esBAF inh -7 and C2C12 statin -3.
C[C@]12CC[C@@H](O)C[C@@H]1CC[C@@H]1[C@@H]2CC[C@]2(C)C(=O)[C@H](O)C[C@@H]12 was read as esBAF inh -8 and C2C12 statin -2.
O=C(CNS(=O)(=O)c1ccc(Br)s1)N1CCC2(CC1)OCCO2 was read as esBAF inh 8 and C2C12 statin -15.
C=C(COC(C)=O)CC1CC(O)[C@]2(C)OC3CC4OC5C[C@]6(C)O[C@]7(C)CCC8OC9C[C@]%10(C)OC%11C(C)=CC(=O)OC%11CC%10OC9C[C@@H](C)C8OC7CC6O[C@]5(C)C/C=C\C4OC3CC2O1 (stereo partly specified) was read as esBAF inh 9 and C2C12 statin 29.
Fc1ccc(CCNCc2cccc(Cl)c2)cc1 was read as esBAF inh 0 and C2C12 statin -6.
For CC(=NCC1CCCO1)c1c(O)n(C)c(=O)n(C)c1=O (stereo unspecified) the results were esBAF inh 9 and C2C12 statin 5.
For Cc1ccc(OCC(=O)N2CCN(CC3CC4C=CC3C4)CC2)cc1 (stereo unspecified) the results were esBAF inh -6 and C2C12 statin 4.
For CCCCn1c(=O)c(C(=O)Nc2ccc(C)cn2)c(O)c2ccccc21 the results were esBAF inh 7 and C2C12 statin -5.
CCC(=O)N1c2ccc(S(=O)(=O)CCC(=O)N3CCC4(CC3)OCCO4)cc2CC1C (stereo unspecified) was read as esBAF inh -6 and C2C12 statin -6.
For O=c1cccc2n1CC1CC2CN(c2ncnc3c2cnn3-c2ccccc2)C1 (stereo unspecified) the results were esBAF inh 6 and C2C12 statin 10.
Screening O=C(c1cc(-c2cccnc2)nc2ccc(Cl)cc12)N1CCC2(CC1)OCCO2 returned esBAF inh 1 and C2C12 statin 9.
For CSCCC(N=Cc1c(O)n(-c2ccc(Cl)cc2)c(=O)[nH]c1=O)C(=O)OC(C)(C)C (stereo unspecified) the results were esBAF inh -9 and C2C12 statin 9.
For COC(=O)C(O)(c1c(C)[nH]c2ccccc12)C(F)(F)F (stereo unspecified) the results were esBAF inh 18 and C2C12 statin 0.
For O=P(OCC(F)(F)C(F)F)(N1CCOCC1)N1CCOCC1 the results were esBAF inh -3 and C2C12 statin 3.
Screening c1ccc([C@@H]2CO2)cc1 returned esBAF inh 3 and C2C12 statin 16.
`CCC(C)(C)n1nnnc1CN1CCC(n2c(C)nc3cc(C(F)(F)F)ccc32)CC1` gave esBAF inh -3 and C2C12 statin -9.
`CCN1/C(=C\C=C\C2=[N+](CC)c3ccccc3C2(C)C)C(C)(C)c2ccccc21` gave esBAF inh -86 and C2C12 statin -251.
O=C(CN1CCN(Cc2ccc(Cl)cc2)C1=O)N1CCC2(CC1)OCCO2 was read as esBAF inh 4 and C2C12 statin 87*.
Screening O=C(C1CCC(=O)N1Cc1ccc(F)cc1)N1CCC2(CC1)OCCO2 (stereo unspecified) returned esBAF inh -9 and C2C12 statin -6.
`OC(Cc1ccccc1)(c1ccccc1)C1CN2CCC1CC2` (stereo unspecified) gave esBAF inh 3 and C2C12 statin -33.
`O=C(C1CC(=O)N(C2CCCCC2)C1)N1CCC2(CC1)OCCO2` (stereo unspecified) gave esBAF inh 5 and C2C12 statin -2.
For ClCCNc1nc2ccc(Cl)cc2[nH]1 the results were esBAF inh 8 and C2C12 statin -8.

Fetched one by one from above:
For CC(=NCC1CCCO1)c1c(O)n(C)c(=O)n(C)c1=O (stereo unspecified) the results were esBAF inh 9 and C2C12 statin 5.
Cc1ccc(C[n+]2c(-c3ccc(C)cc3)cc(-c3ccc(C)cc3)cc2-c2ccc(C)cc2)cc1 was read as esBAF inh -81 and C2C12 statin -165.
Screening O=C(C1CCC(=O)N1Cc1ccc(F)cc1)N1CCC2(CC1)OCCO2 (stereo unspecified) returned esBAF inh -9 and C2C12 statin -6.
`CN1CCN(CC(=O)Nc2ccc(Cl)cc2C(=O)c2ccccc2)CC1` gave esBAF inh 2 and C2C12 statin 4.
For O=P(OCC(F)(F)C(F)F)(N1CCOCC1)N1CCOCC1 the results were esBAF inh -3 and C2C12 statin 3.

(further entries)
`COc1ccc(C=O)cc1` gave esBAF inh -15 and C2C12 statin -3.
For COCc1cc(C2SCC(=O)Nc3c2c(=O)[nH]n3C(C)C)ccc1OC (stereo unspecified) the results were esBAF inh -14 and C2C12 statin 13.
Screening CCCCn1c(O)c(C(CC)=NCc2ccco2)c(=O)[nH]c1=O returned esBAF inh 4 and C2C12 statin 19.
For CN1CCN(c2nc3ccccn3c(=O)c2C=C2C(=O)N(C)C(=O)N(C)C2=O)CC1 the results were esBAF inh 1 and C2C12 statin -3.
O=C(COc1ccc(Br)cc1)N1CCN(C2CCCC2)CC1 was read as esBAF inh -3 and C2C12 statin 9.
`CC1CCCC(C2(O)C(=O)Nc3ccccc32)C1=O` (stereo unspecified) gave esBAF inh -11 and C2C12 statin -1.
`CCCCCCn1c(=O)c(C(=O)Nc2cccc(C)n2)c(O)c2ccccc21` gave esBAF inh 2 and C2C12 statin -10.
Screening COC(=O)CSC1=NP(=S)(SCC(=O)OC)N2CCCC2=C1C#N (stereo unspecified) returned esBAF inh -5 and C2C12 statin -5.
Screening CCC(=O)Nc1ccc(N2CCN(CC)CC2)c(Cl)c1 returned esBAF inh 3 and C2C12 statin -6.
Screening O=c1[nH]c(=O)n(C2CCCCCC2)c(O)c1C=NCC1CCCO1 (stereo unspecified) returned esBAF inh -3 and C2C12 statin -17.
For CC(C)CN(CC(C)C)c1ccc(C=C2C(=O)NC(=S)NC2=O)cc1[N+](=O)[O-] the results were esBAF inh 7 and C2C12 statin 7.
For CC(=NCCC1=CCCCC1)c1c(O)[nH]c(=O)[nH]c1=O the results were esBAF inh -2 and C2C12 statin 13.
`Cc1nn(CCC#N)c2c1P(=S)(N1CCCC1)OC(c1ccc(F)cc1)=N2` (stereo unspecified) gave esBAF inh -7 and C2C12 statin 10.
For CCN1C(=O)NC(=O)/C(=C\c2cn(CC(=O)N3CCCCC3C)c3ccccc23)C1=O (stereo unspecified) the results were esBAF inh -1 and C2C12 statin 4.
For CC1=CC(=O)C2=C(C)CC(O)C3C(C)C(=O)OC3C12 (stereo unspecified) the results were esBAF inh -10 and C2C12 statin -20.
For CCCC(C)C1(CC)C(=O)NC(=Nc2ccccc2OC)NC1=O (stereo unspecified) the results were esBAF inh -3 and C2C12 statin -10.
`O=C(O)C12C3CCCC1C32c1ccccc1` (stereo unspecified) gave esBAF inh -5 and C2C12 statin 22.
For CCOC(=O)c1c(N)n(CCCOC(=O)c2ccco2)c2nc3ccccc3nc12 the results were esBAF inh 6 and C2C12 statin 8.
Screening CN(C)C1(c2nnnn2CCOC(=O)Nc2ccc(Cl)cc2)CCCCC1 returned esBAF inh 12 and C2C12 statin -22.
Screening O=[N+]([O-])c1ccc(CN2CC=C(c3ccccc3)CC2)cc1 returned esBAF inh 11 and C2C12 statin -2.
CC(=NCc1ccco1)c1c(O)n(Cc2ccccc2)c(=O)[nH]c1=O was read as esBAF inh -1 and C2C12 statin 15.
`Cc1nn(C2CCOC(C)(C)C2)c2c1C(c1ccc3c(c1)OCO3)SCC(=O)N2` (stereo unspecified) gave esBAF inh -16 and C2C12 statin 4.
COc1ccc2c(c1)c(C(=O)O)c(C)n2C(C)C was read as esBAF inh -10 and C2C12 statin 7.
Screening C=CCn1c(O)c(C=NCCN(C)C)c(=O)[nH]c1=O returned esBAF inh -8 and C2C12 statin 0.
Screening COC(=O)C1=C(c2c(C)noc2C)C[C@@H]2CC[C@H]1N2C(=O)NCCO returned esBAF inh -2 and C2C12 statin 9.
CCCCN1C(=O)NC(=O)C2(Cc3cc(C)ccc3N(C)C2)C1=O (stereo unspecified) was read as esBAF inh -5 and C2C12 statin -6.
CCCCn1c(=O)c(C(=O)NCc2ccncc2)c(O)c2ccccc21 was read as esBAF inh -3 and C2C12 statin 6.
`O=C(CSC1c2ccccc2-c2ccccc21)N/N=C/c1ccccc1O` gave esBAF inh -49 and C2C12 statin 5.
Screening CCCCn1c(O)c(C(C)=NC(Cc2c[nH]c3ccccc23)C(=O)OC)c(=O)[nH]c1=O (stereo unspecified) returned esBAF inh 8 and C2C12 statin 5.
COC(=O)C1=C(c2ccc(Cl)c(C(F)(F)F)c2)C[C@@H]2CC[C@H]1N2C(=O)N1CCC(C)CC1 was read as esBAF inh 4 and C2C12 statin -23.
`CCN1C[C@]2(CO)CC[C@H](OC)[C@@]34C5C[C@H]6[C@H](OC)C5[C@](O)(C[C@H]6OC)[C@@](O)(C(OC)C23)[C@@H]14` (stereo partly specified) gave esBAF inh -3 and C2C12 statin 4.
For CCCSP1(=S)NCCCO1 (stereo unspecified) the results were esBAF inh -1 and C2C12 statin -1.
Cc1cccc(-n2c(C)nc3ccccc3c2=O)n1 was read as esBAF inh 25 and C2C12 statin 5.
For Cn1c(O)c(C=NCc2ccco2)c(=O)n(C)c1=O the results were esBAF inh -7 and C2C12 statin -1.
CCN1C[C@@]2(COC)C3[C@@H](OC)[C@H]4[C@@H]1[C@@]3(C1C[C@H]3[C@H](OC(C)=O)C1[C@]4(OC(C)=O)C[C@H]3OC)[C@@H](OC)C[C@H]2OC(C)=O (stereo partly specified) was read as esBAF inh -2 and C2C12 statin 4.
`Clc1ccc(-c2nc3ccc(Cl)cn3c2CN2CCOCC2)cc1` gave esBAF inh 11 and C2C12 statin -15.
CCCCn1c(O)c(C(C)=NCCN2CCCCC2)c(=O)[nH]c1=O was read as esBAF inh 1 and C2C12 statin -2.

Screening data (PubChem)
